pCIP destab: compounds decreasing mouse p/CIP protein stability; hit rate 0.01% among 290,000; decrease of EGFP signal, % at 10 µM; F442A p/CIP-EGFP cells, EGFP fluorescence, 16 h; AID 1984;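 active = EGFP signal decrease of at least 30% at 10 µM or well 3 SD below plate mean, unless failing retest; inactive = the rest, including hits failing retest or dose response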; note: some compounds called inactive have numbers as strong as hits; many of its hits are not listed in these tables
SUMO HTRF inh: blocks human SUMOylation mediated by UBC9; P63279; HTRF SUMOylation assay, SAE1/SAE2 + UBC9, in vitro; inhibition, % at 35 µM; hit rate 0.36% among 290,000; AID 2006; in the data active = inhibition above about 50%, passing the limit was not always enough; note: strong numbers were not always called active
IMP-1 inhibitor: inhibitors of Pseudomonas aeruginosa IMP-1 metallo-beta-lactamase; hit rate 0.45% among 290,000; AID 1556; purified IMP-1, nitrocefin hydrolysis, epi-absorbance fluorescence; inhibition, % at 5.6 µM;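 active = inhibition above the mean plus 3 SD of all compounds in the same screening run, cut at about 4.5% in these data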;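 note: 0% = IMP-1 with DMSO and 100% = DMSO wells lacking enzyme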
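System: Purified recombinant IMP-1 metallo-beta-lactamase enzyme | Measured by: Fluorescence quenching readout, ex 480/em 530 nm | Replication: Singlicate | Incubation: 15 min preincubation plus 25 min reaction at 25 °C | Evaluation: Percent inhibition from optical density relative to buffer-blank wells | Benchmarks: DMSO with and without IMP-1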
IDE cell inh: cellular human IDE inhibition | HEK cells, FAbetaB cleavage, fluorescence polarization | hit rate 0.41% among 320,000 | AID 434962 | inhibition, % at 5.59 µM | P14735;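 active = percent inhibition above the average of all tested compounds plus 3 SD, set per screening campaign, cut at about 16% in these data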;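 note: IDE supplied by intact live HEK cells; FP after avidin binding of uncleaved biotin substrate so inhibition keeps polarization high; 0% = DMSO wells and 100% = 60 µM reference IDE inhibitor Ii1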
Target sequence (P14735 whole entry, looked up): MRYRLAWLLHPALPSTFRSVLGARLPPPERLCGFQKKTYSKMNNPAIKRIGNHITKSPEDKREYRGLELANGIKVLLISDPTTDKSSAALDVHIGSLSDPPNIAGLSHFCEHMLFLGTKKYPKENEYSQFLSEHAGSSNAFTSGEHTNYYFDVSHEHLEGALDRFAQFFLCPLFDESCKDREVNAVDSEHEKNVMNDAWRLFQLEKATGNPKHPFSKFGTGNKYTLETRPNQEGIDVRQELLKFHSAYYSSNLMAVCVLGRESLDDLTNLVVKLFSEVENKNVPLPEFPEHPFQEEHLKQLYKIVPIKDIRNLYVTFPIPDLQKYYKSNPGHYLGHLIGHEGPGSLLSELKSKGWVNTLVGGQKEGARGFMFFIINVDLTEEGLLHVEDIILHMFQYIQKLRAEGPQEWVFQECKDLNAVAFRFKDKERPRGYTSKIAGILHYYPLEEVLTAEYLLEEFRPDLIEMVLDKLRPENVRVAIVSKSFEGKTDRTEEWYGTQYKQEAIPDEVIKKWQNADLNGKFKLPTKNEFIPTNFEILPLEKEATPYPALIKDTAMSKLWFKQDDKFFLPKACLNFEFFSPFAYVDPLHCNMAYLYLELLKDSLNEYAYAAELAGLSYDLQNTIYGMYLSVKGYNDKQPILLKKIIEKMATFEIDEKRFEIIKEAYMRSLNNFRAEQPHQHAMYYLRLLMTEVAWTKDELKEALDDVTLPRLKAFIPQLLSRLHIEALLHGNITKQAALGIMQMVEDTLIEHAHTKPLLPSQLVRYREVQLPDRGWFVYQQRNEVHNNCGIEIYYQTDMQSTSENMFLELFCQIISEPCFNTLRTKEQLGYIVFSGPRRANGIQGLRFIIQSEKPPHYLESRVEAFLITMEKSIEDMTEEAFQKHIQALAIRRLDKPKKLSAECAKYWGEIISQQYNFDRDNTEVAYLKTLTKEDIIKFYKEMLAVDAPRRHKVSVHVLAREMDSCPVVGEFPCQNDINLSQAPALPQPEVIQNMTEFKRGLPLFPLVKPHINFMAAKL
PfM18AAP inh: blocks P. falciparum M18 aspartyl aminopeptidase; recombinant PfM18AAP, H-Glu-NHMec fluorogenic cleavage; hit rate 1.2% among 290,000; inhibition, % at 7.35 µM;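 active = inhibition above the campaign mean inhibition over all tested compounds plus 3 SD, cut at about 28% in these data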;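 note: 0% = plate median of test compound wells and 100% = 2 mM ZnCl2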
DNA FID counter: fluorescent intercalator displacement, NS3 helicase counter-screen. DNA fluorescent intercalator displacement, fluorescence. inhibition, % at 7.9 µM. hit rate 0.17% among 290,000. AID 1845; in the data active = inhibition above about 37%;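 note: 0% = vehicle and 100% = reference compound; higher means more ethidium bromide displaced from hairpin DNA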
HCV NS3 hel inh: HCV NS3 helicase inhibition; NS3 helicase DNA unwinding, Cy5 molecular beacon fluorescence; inhibition, % at 10.9 µM; hit rate 0.56% among 290,000; AID 1800;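 active = inhibition above the mean of all tested compounds plus 3 SD, set per campaign, cut at about 35% in these data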;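 note: 0% = DMSO wells and 100% = thioflavine S control wells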
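Assay system – hepatitis C virus NS3 helicase domain fragment enzyme · Buffer or medium – MOPS pH 6.5, MgCl2, DTT, Tween20, BSA · Reagent – Cy5/quencher beacon DNA duplex and ATP to start · Compound – single 10.9 µM dose · Timing – 1 h at 25 °C · Technique – Cy5 beacon fluorescence read at start and 1 h · Measure – % inhibition of unwinding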
VIM-2 inhibitor: inhibitors of Pseudomonas aeruginosa VIM-2 metallo-beta-lactamase; purified VIM-2, nitrocefin hydrolysis, epi-absorbance fluorescence; inhibition, % at 5.6 µM; hit rate 0.89% among 290,000; AID 1527;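 active = inhibition above the mean of all tested compounds plus 3 SD, cutoff set per screening run, cut at about 7.5% in these data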;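 note: red hydrolysis product quenches plate fluorescence so inhibitors raise well fluorescence; 0% = enzyme with DMSO and 100% = DMSO without enzyme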
IDE act: activators of human insulin-degrading enzyme in cells; P14735; HEK cells, FAbeta-B cleavage, fluorescence polarization; 0% vehicle, 100% cell-free pure enzyme wells; activation, % at 5.96 µM; hit rate 0.073% among 340,000;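 active = activation above the mean of all tested compounds plus 3 SD, set per screening campaign, cut at about 17% in these data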
Starred values were filed as active, the others as inactive; . = not tested or not shown.

SMILES	pCIP destab	SUMO HTRF inh	IMP-1 inhibitor	IDE cell inh	PfM18AAP inh	DNA FID counter	HCV NS3 hel inh	VIM-2 inhibitor	IDE act
O=C(NC1CCCC1)c1cc(S(=O)(=O)N2CCOCC2)c(Cl)cc1Cl	4.5	-10.0	0.1	-5.8	-9.1	-3.4	-7.4	-1.4	-0.6
CCN1CCCC1CNC(=O)c1ccc2c(=O)n(CCOC)c(=O)[nH]c2c1 (stereo unspecified)	-0.2	20.8	-1.7	-0.1	-5.3	-0.1	3.7	-0.8	2.8
Nc1c(C(=O)NCc2ccco2)nnn1CC(=O)Nc1ccc2c(c1)OCO2	10.1	4.0	-3.9	0.2	-1.2	-0.7	5.0	-0.5	7.3
O=C(NC1CCCC1)C(c1ccccn1)N(C(=O)c1csnn1)C1CCCC1 (stereo unspecified)	-0.7	4.8	-2.2	3.4	8.5	-11.8	2.5	-1.8	5.5
COc1ccc(CCNC(=O)c2cccnc2SC)cc1	-12.4	10.3	-3.3	-1.7	-6.1	-2.5	-7.0	-1.2	5.0
COc1ccc(CC(=O)Nc2cccc(C(=O)O)c2C)cc1	-11.9	11.9	-5.2	1.5	5.1	-0.2	-2.0	0.8	2.0
O=C(NCc1ccco1)c1nc(-c2ccccc2)n(-c2ccccc2)n1	0.9	13.2	-0.8	-3.4	5.5	-25.0	16.3	-0.7	3.7
CSc1ccc(/C=N\Nc2nncn2N)cc1	-4.2	-0.1	-1.1	2.9	52.5*	-0.7	-17.9	-1.4	1.9
COc1ccc(-c2cc(=O)oc3cc(OC(C)C(=O)NC(Cc4c[nH]c5ccc(O)cc45)C(=O)O)ccc23)cc1 (stereo unspecified)	-0.5	8.8	-2.5	1.1	-0.9	-12.7	14.1	0.4	2.0
O=C(COc1ccccc1)N1CCN(S(=O)(=O)c2cccc([N+](=O)[O-])c2)CC1	4.9	0.1	-1.5	0.0	0.5	-7.7	2.0	-1.5	3.2
O=C(NCc1ccco1)C(=O)c1c[nH]c2ccccc12	-1.9	16.5	-2.5	-1.2	1.9	0.4	0.8	-3.6	-1.1
COc1ccc(CCN=Cc2ccccc2O)cc1OC	-8.8	6.1	-2.9	0.6	1.4	-2.2	2.9	-0.3	7.5
Cc1ccnc(N2CCC(C(=O)NCc3ccc4c(c3)OCO4)CC2)n1	-25.2	3.5	-0.4	4.3	5.1	-3.1	1.2	1.3	0.1
CC1CCCCN1c1nnc(NC(=O)c2cc(-c3ccc(Br)cc3)on2)s1 (stereo unspecified)	0.1	3.6	-4.0	0.0	-0.5	-1.5	2.8	-5.1	-3.8
CCOC(=O)c1[nH]c(C)c(C(=O)Nc2ccccc2F)c1C	-10.6	1.0	-3.7	7.2	1.7	-6.8	-7.2	-4.9	-2.5
Cc1noc(NS(=O)(=O)c2ccc(NC(=O)COc3ccccc3)cc2)c1C	0.5	-0.1	-2.9	5.2	-0.1	-23.9	0.0	-1.2	-3.4
Cc1cc(C)n(-c2ccc(Cl)c(C(=O)Nc3cc(C(F)(F)F)ccc3Cl)n2)n1	8.9	3.7	-3.1	1.7	-8.8	2.2	3.1	-2.6	-3.5
O=C(NC(=S)Nc1nc2c(s1)CCCC2)c1ccc(C(=O)c2ccccc2)cc1	-2.8	10.6	-4.0	7.0	-2.6	-1.9	4.4	-0.6	4.2
CN1CCN(CCC(=O)Nc2ccc(F)c(F)c2)CC1	-8.0	9.0	1.0	1.6	3.6	2.3	-3.9	-2.3	9.9
Cc1ccc(S(=O)(=O)n2[nH]c(=O)c(CCO)c2C)cc1	-4.3	0.8	-2.6	0.4	-4.7	-2.8	3.2	-2.6	.
CCc1ccc(C(=O)N2CCN(c3ccc(NC(=O)c4cccnc4)cc3)CC2)cc1	-0.2	0.9	-0.4	-0.7	-6.8	-51.5	7.4	1.0	3.1
Cc1nc(SCC(=O)Nc2c(C)n(C)n(-c3ccccc3)c2=O)nc(C)c1C	-1.4	-5.5	-1.7	2.4	-2.7	-7.6	-4.5	-0.5	2.9
O=C(CNC1CCN(Cc2ccccc2)CC1)Nc1ccc(S(=O)(=O)N2CCCCC2)cc1	-9.0	17.5	-2.4	-4.4	-0.6	1.6	-2.9	-3.8	-0.7
COc1cccc(-c2nnc3sc(C4CCCCC4)nn23)c1	-3.8	17.3	-0.1	4.4	4.9	-3.8	2.1	-2.0	4.0
O=C(Nc1ccc(F)cc1)Nc1nnc(Cc2ccccc2)s1	-4.7	15.0	-3.0	-2.0	-3.2	-6.4	4.2	-2.7	-0.1

Limited to pCIP destab, for some of the entries so far:
SMILES | pCIP destab
CC1CCCCN1c1nnc(NC(=O)c2cc(-c3ccc(Br)cc3)on2)s1 (stereo unspecified) | 0.1
CCOC(=O)c1[nH]c(C)c(C(=O)Nc2ccccc2F)c1C | -10.6
Cc1noc(NS(=O)(=O)c2ccc(NC(=O)COc3ccccc3)cc2)c1C | 0.5

(listing goes on)
SMILES	pCIP destab	SUMO HTRF inh	IMP-1 inhibitor	IDE cell inh	PfM18AAP inh	DNA FID counter	HCV NS3 hel inh	VIM-2 inhibitor	IDE act
CC1(C)CC(NC(=O)COc2ccc(Br)cc2Cl)CC(C)(C)N1	-8.3	7.6	-0.8	0.3	-3.6	16.2	1.8	-2.7	1.3
O=C(NC1CCCC1)c1cc2cc(Br)ccc2o1	-6.4	9.6	-3.6	-0.4	-0.1	-23.8	1.3	-3.4	1.2
O=S(=O)(NCc1ccccc1)NCc1ccc(Cl)cc1Cl	-10.0	-9.3	-0.2	2.8	-8.2	-16.9	10.3	-0.8	-2.1
O=C(COC(=O)c1ccccc1F)Nc1cccnc1Cl	6.9	23.4	-2.2	4.2	0.5	-0.3	3.1	-0.9	-4.2
Cc1cccc(-n2ncc3c(Nc4c(C)n(C)n(-c5ccccc5)c4=O)ncnc32)c1	-1.2	28.1	-1.6	-1.5	-3.4	-2.1	-7.5	-1.4	-0.7
c1ccc(CN(Cc2ccccc2)c2ncnc3c2nnn3Cc2ccccc2)cc1	-15.5	2.0	-2.3	3.1	2.0	-8.4	-3.6	-2.1	.
COc1ccc(C(=O)C(C)Oc2cccc(NC(=O)c3cccc([N+](=O)[O-])c3)c2)cc1 (stereo unspecified)	-0.7	-5.3	-3.8	1.1	-7.7	7.6	12.2	-2.8	3.4
CCCCn1cnc2c(oc3nc4c(cc32)CCCC4)c1=O	0.5	1.2	-1.5	-2.0	-2.8	-16.4	-3.2	1.2	-1.2
C=CCNC(=O)c1onc(CSc2ccc(F)cc2)c1C(=O)O	-5.6	-11.1	-2.5	2.4	2.5	-5.0	-0.3	-1.8	2.3
O=C(CNC(=O)c1ccc(Br)cc1)c1ccccc1	3.3	-5.0	-1.5	-0.8	2.1	-2.1	4.3	-1.3	1.9
Cc1ccc(-c2nc(CSCC(=O)Nc3cc(C)on3)c(C)o2)cc1	-3.1	18.0	-2.5	-0.8	0.1	-14.0	2.5	2.0	0.7
O=c1[nH]c2ccccc2n1C1=CCCC1	-11.9	10.3	-2.4	5.9	2.9	-6.5	7.1	-2.3	2.7
CCSc1nc(=S)cc(C)[nH]1	-0.2	-0.3	-0.9	13.1	28.1*	-17.6	-2.3	-0.7	-8.5
COC(=O)CNC(=O)CNC(=O)c1nn(-c2ccc(OC)c(OC)c2)c(=O)c2ccccc12	11.2	3.1	-0.9	1.4	-6.0	-8.8	12.9	0.8	2.0
O=S(=O)(c1ccccc1)c1nc(NCc2ccccc2)sc1Cl	-3.4	-12.9	-2.6	3.5	2.6	-15.9	-4.4	-2.7	2.4
Cc1ccc(S(=O)(=O)CCc2nnc(NC(=O)CCl)s2)cc1C	-8.5	11.8	-3.6	1.6	-0.5	-1.8	-2.3	-4.4	0.3
O=C(c1cc2ncc(Br)cn2n1)N1CCOCC1	13.8	-1.1	-2.4	-3.1	0.5	0.9	1.6	-1.4	1.1
O=C(NCc1ccccc1)N1CCN(c2ccc(F)cc2)CC1	9.4	-14.2	1.0	2.4	2.4	-5.2	-0.6	-2.7	1.1
CCNc1nc2c(c(=O)[nH]c(=O)n2C)n1CC(C)C	0.8	13.7	-1.9	-3.4	-0.2	1.6	-2.5	-0.9	-0.2
S=c1nc(C2COc3ccccc3O2)[nH][nH]1 (stereo unspecified)	3.8	-13.8	-3.5	-5.3	35.4*	-1.0	2.2	0.4	-4.8
O=C(CSc1ccc(-c2cccnc2)nn1)Nc1ccccc1F	-2.2	18.8	-1.6	-4.0	-13.9	-8.2	2.2	-1.1	4.4
CC1(C)N=C(N)NC(Nc2ccccc2)=N1	-8.3	-2.5	-0.9	1.3	-1.9	-2.4	3.0	-1.4	3.2
Cc1cc(Cl)c2ccc3ccccc3c2n1	-0.6	4.0	-3.9	0.3	-0.3	4.1	7.3	-1.4	5.0

Part of the list above in order of SMILES length, ascending.
SMILES	pCIP destab	SUMO HTRF inh	IMP-1 inhibitor	IDE cell inh	PfM18AAP inh	DNA FID counter	HCV NS3 hel inh	VIM-2 inhibitor	IDE act
O=c1[nH]c2ccccc2n1C1=CCCC1	-11.9	10.3	-2.4	5.9	2.9	-6.5	7.1	-2.3	2.7
O=C(c1cc2ncc(Br)cn2n1)N1CCOCC1	13.8	-1.1	-2.4	-3.1	0.5	0.9	1.6	-1.4	1.1
S=c1nc(C2COc3ccccc3O2)[nH][nH]1 (stereo unspecified)	3.8	-13.8	-3.5	-5.3	35.4*	-1.0	2.2	0.4	-4.8

Whole records, quoted from the list. Screens in order: pCIP destab | SUMO HTRF inh | IMP-1 inhibitor | IDE cell inh | PfM18AAP inh | DNA FID counter | HCV NS3 hel inh | VIM-2 inhibitor | IDE act
Cc1cc(Cl)c2ccc3ccccc3c2n1 across the screens: -0.6 | 4.0 | -3.9 | 0.3 | -0.3 | 4.1 | 7.3 | -1.4 | 5.0
Cc1cccc(-n2ncc3c(Nc4c(C)n(C)n(-c5ccccc5)c4=O)ncnc32)c1 across the screens: -1.2 | 28.1 | -1.6 | -1.5 | -3.4 | -2.1 | -7.5 | -1.4 | -0.7

Some of these compounds in order of the SUMO HTRF inh value, largest number first.
SMILES	SUMO HTRF inh
O=C(NCc1ccco1)C(=O)c1c[nH]c2ccccc12	16.5
CCNc1nc2c(c(=O)[nH]c(=O)n2C)n1CC(C)C	13.7
CC1CCCCN1c1nnc(NC(=O)c2cc(-c3ccc(Br)cc3)on2)s1 (stereo unspecified)	3.6
